Compound activity: PubChem BioAssay, several laboratories
NR2E3 ag-1 = activates human photoreceptor nuclear receptor NR2E3. Q9Y5X4. GST-NR2E3/biotin-RetCOR TR-FRET, 1536-well. inhibition of corepressor binding, % at 4.78 µM. 320,000 compounds, 0.12% hits. AID 2300;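 active means percent inhibition above the cutoff of mean plus 3 SD of all tested compounds, set per screening campaign, cut at about 20% in these data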;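 further: 0% = DMSO wells and 100% = biotin wells as full block of FRET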
Target sequence (Q9Y5X4 whole entry, looked up): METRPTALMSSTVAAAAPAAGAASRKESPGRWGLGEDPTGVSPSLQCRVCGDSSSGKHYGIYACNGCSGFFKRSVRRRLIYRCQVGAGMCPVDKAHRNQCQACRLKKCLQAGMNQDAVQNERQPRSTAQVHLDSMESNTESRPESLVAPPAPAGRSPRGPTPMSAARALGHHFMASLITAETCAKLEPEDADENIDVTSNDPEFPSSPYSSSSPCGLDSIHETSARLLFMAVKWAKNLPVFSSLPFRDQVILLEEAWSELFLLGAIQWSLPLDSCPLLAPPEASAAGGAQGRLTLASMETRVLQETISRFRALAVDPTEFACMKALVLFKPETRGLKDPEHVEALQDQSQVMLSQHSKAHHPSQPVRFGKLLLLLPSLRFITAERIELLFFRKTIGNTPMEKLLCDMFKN
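System: GST-NR2E3 and biotin-RetCOR proteins; probe or stimulus: 7 nM biotin-RetCOR; doses: compound at 4.8 µM, single dose; schedule: Compound–protein incubation for 5 h at 4 °C; detection: time-resolved FRET; read-out: percent inhibition; controls: biotin wells as high control, 0.6% DMSO wells as low control; format: 1536-well plates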
Shn3 inh set2 = inhibitors of Schnurri-3 3'UTR reporter in osteoblasts. inhibition, % at 12.5 µM. 360,000 compounds, 0.52% hits. AID 588674. Clone20 osteoblast Shn3 3'UTR firefly luciferase, 24 h;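 active means mean inhibition of at least 75% with every replicate also reaching 75%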;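 further: 0% = median of neutral control wells and 100% = pilot-screen positive control compound; some compounds past the cut are filed as inactive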
Cardio protect = myocardial damage modulation in H9c2 cells; 360,000 compounds, 0.63% hits; H9c2 cardiomyocytes, H2O2 injury protection, ATPLite, 2 h; AID 588492; protection from H2O2 cell death, % at 20 µM;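 active means compounds giving at least 50% protection of heart cells from peroxide-induced death in the single-dose screen, raw or plate-pattern-corrected value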;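 further: 0% = DMSO wells with peroxide and 100% = DMSO wells without peroxide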
HTR2A ag = agonists of mouse serotonin 5-HT2A receptor (HTR2A); activation, % at 7.6 µM; CHO-K1 mHTR2A beta-arrestin complementation, luminescence; percent of 30 µM serotonin response; 360,000 compounds, 0.66% hits; P35363; AID 624169;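 active means activation above a run cutoff, the mean activation of all tested compounds plus 3 SD, cut at about 14% in these data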;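 further: 0% = plate median of compound wells and 100% = 30 µM serotonin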
Target sequence (P35363 whole entry, looked up): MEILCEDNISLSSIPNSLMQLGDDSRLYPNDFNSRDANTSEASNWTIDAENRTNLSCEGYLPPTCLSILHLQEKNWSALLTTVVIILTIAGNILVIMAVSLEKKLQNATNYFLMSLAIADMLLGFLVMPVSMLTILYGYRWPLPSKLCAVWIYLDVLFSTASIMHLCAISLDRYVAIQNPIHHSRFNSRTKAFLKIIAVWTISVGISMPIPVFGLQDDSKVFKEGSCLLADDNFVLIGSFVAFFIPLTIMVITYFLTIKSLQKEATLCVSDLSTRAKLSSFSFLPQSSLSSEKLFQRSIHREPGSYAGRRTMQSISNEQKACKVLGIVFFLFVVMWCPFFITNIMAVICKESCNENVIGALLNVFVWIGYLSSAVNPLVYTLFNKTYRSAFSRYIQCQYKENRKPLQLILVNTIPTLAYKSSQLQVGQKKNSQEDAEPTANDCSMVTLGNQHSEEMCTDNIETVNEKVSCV
NR2E3 ag-2 = agonists of human NR2E3 nuclear receptor. Q9Y5X4. CHO-S Gal4-NCOR/VP16-NR2E3 two-hybrid, luciferase. inhibition of corepressor binding, % at 3.98 µM. 360,000 compounds, 0.35% hits. AID 602229;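 active means inhibition above the mean of all tested compounds plus 3 SD, cut at about 70% in these data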;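 further: 0% = DMSO with NR2E3 transfected cells and 100% = cells lacking NR2E3 construct; higher means lower luciferase signal from less NR2E3 corepressor binding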
MITF TRPM1 inh = MITF TRPM1 promoter inhibition in SK-MEL-5 cells; SK-MEL-5 TRPM1 promoter luciferase, 24 h; inhibition, % at 12.5 µM; 330,000 compounds, 0.83% hits; AID 488899;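 active means mean inhibition across replicates of 60% or more, whatever share of single replicates reaches that level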; further: values of inactives mirror those of a sister screen read the other way
CaV13 ICDI inh = Disruptors of the CACNA1D IQ motif to Ca2+-dependent inactivation inhibitor domain association, primary screening, Förster resonance energy transfer in intact living … | HEK cells, CFP/YFP FRET ICDI-IQ, plate reader, 10 min; percent FRET-ratio fall versus neutral wells | inhibition, % at 12.3 µM | 340,000 compounds, 0.098% hits | AID 743397;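 active means mean replicate inhibition of at least 30% and at least 1% of replicates passing that level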;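 further: 0% = median of the neutral control wells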
HIF-2a block = blocks HIF-2a reporter activity | 786-0 RCC cells HIF-2a reporter, luciferase luminescence, overnight | inhibition, % at 18.8 µM | 360,000 compounds, 0.72% hits | AID 624352;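 active means inhibition of the luminescence signal of 40% or more relative to plate controls, in a single-dose primary screen at 18.75 µM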
PDI turbidity = inhibitors of human protein disulfide isomerase; PDI insulin aggregation turbidity, A650, 90 min; inhibition, % at 10 µM; 350,000 compounds, 0.052% hits; AID 588391;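 active means mean inhibition across replicates of 30% or more, whatever share of single replicates reach that level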;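 further: absorbance from insulin aggregation driven by PDI reduction with DTT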
Peg3 promoter = reduces Peg3 promoter-driven luciferase expression in HeLa; HeLa PEG-Prom luciferase reporter, luminescence, overnight; inhibition, % at 20 µM; 360,000 compounds, 1.7% hits;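 active means inhibition of at least 50% at 20 µM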
iPSC survival up = hiPSC single-cell survival enhancement | ATPlite luminescence; 100% = ROCK inhibitor wells, 0% = DMSO | survival enhancement, % at 20 µM | 360,000 compounds, 0.044% hits; in the data active means survival enhancement above about 18%;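 further: cells exposed to compounds for 16 hours before the ATP read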
The depositor's hits bear a star; / = no result given. Compounds were not picked by outcome (roughly 3.9% active in at least one column).

SMILES	NR2E3 ag-1	Shn3 inh set2	Cardio protect	HTR2A ag	NR2E3 ag-2	MITF TRPM1 inh	CaV13 ICDI inh	HIF-2a block	PDI turbidity	Peg3 promoter	iPSC survival up
CCNc1nc(NCC)nc(N/N=C(\C)c2ccc(OC)cc2)n1	-0.8	0.1	-10.1	-2.1	-1.9	3.8	-7.5	-4.0	-11.2	-16.1	3.1
COC(=O)c1cc(C(=O)OC)cc(N2C(=O)CC(Sc3nc(C)cc(C)n3)C2=O)c1 (stereo not drawn)	1.1	-18.8	7.3	3.4	-3.0	-6.1	/	16.5	2.7	3.6	-5.1
COc1ccc2sc(-c3ccc(SC)cc3)c(/C=C/c3ccc(OC)c(OC)c3)c2c1	/	5.7	-16.7	-1.2	-33.8	4.5	-5.4	-7.8	0.4	-28.8	-1.6
CN(C)CCCn1c(SCC(=O)N2c3ccccc3Sc3ccccc32)nc2ccccc2c1=O	-4.5	-7.1	-12.2	-1.9	4.6	25.8	-3.1	7.4	13.8	106.7*	-3.1
Nc1nc(CN2CCN(c3ccc(F)cc3)CC2)nc(N2CCCc3ccccc32)n1	3.6	-14.3	22.9	11.9	15.8	4.3	-3.5	26.9	0.6	-3.4	-2.5
c1ccc2c(c1)ccc1[nH]c3c(c12)CCCC3	/	-9.9	-11.1	3.5	-8.7	-2.1	-5.0	-97.2	5.9	-39.9	5.4
Cc1[nH][nH]c(=O)c1C(c1ccc(-c2ccc(C(=O)O)cc2)o1)c1c(C)[nH][nH]c1=O	/	7.4	-2.9	-1.4	-13.7	9.1	-1.9	9.4	7.5	-1.4	-2.7
COc1ccc(C(=O)N/C(=C\c2ccco2)C(=O)NCCCn2ccnc2)cc1	5.5	-14.9	3.8	4.1	-11.4	-11.7	-4.5	9.7	5.8	-0.3	-1.8
CC(=O)N1C[C@H]2CON(C)[C@H]2C[C@H]1c1ccc(-c2ccc(C#N)cc2)cc1	/	4.0	-5.1	-0.1	-2.2	/	-2.8	-0.6	-2.6	-1.8	2.4
CC(=O)Nc1ccc(NC(=O)C(C)Sc2nc3nc(C)cc(C)n3n2)cc1 (stereo not drawn)	-0.3	-4.9	6.3	7.1	-9.9	-0.4	-3.5	11.6	-0.3	4.1	0.0
CC(C)(C)c1cccc(C2(O)C(=O)c3ccccc3C2=O)c1O	4.1	28.0	-11.9	4.2	-8.2	11.2	-5.4	18.0	0.5	19.1	-0.4
OC1(c2ccccc2)CNCCc2ccccc21 (stereo not drawn)	-1.5	9.2	4.0	-7.4	-26.0	2.8	-18.1	11.8	2.1	9.6	-0.1
COc1cccc(NC(=O)C2CCCN(S(=O)(=O)c3cccc4nonc34)C2)c1 (stereo not drawn)	0.1	21.1	-10.0	2.5	5.9	2.5	-17.9	24.2	-19.9	6.9	-1.6
C=C(CO)C1Cc2cc(C(C)=O)ccc2O1 (stereo not drawn)	2.7	-9.5	-3.8	2.5	-16.2	11.2	/	-20.1	/	-4.6	3.6
O=C(COc1cccnc1[N+](=O)[O-])N1CCc2ccccc2C1	-2.2	-1.6	3.8	-1.4	-13.1	-8.3	-17.0	6.9	1.3	-23.6	0.3
O=S(=O)(C/C(=C/CO)S(=O)(=O)c1ccccc1)c1ccccc1	2.0	94.2*	-13.1	0.2	64.5	77.6*	-4.6	86.7*	6.6	94.9*	-3.6
O=C(CN(Cc1ccccc1Cl)C(=O)c1csnn1)NCc1ccc(F)cc1	3.3	9.8	-2.4	1.6	-11.2	-11.6	-6.6	11.3	4.4	6.9	-0.2
CC1CCN(C(=O)CN(CCc2ccccc2)S(C)(=O)=O)CC1	-0.7	0.8	2.7	0.6	-9.9	11.0	-3.3	20.3	-4.9	8.0	2.1
Cc1cnc(C(=O)OCC(=O)Nc2cccc(Cl)c2)cn1	-4.9	16.0	4.7	-1.2	-3.1	-12.6	/	7.2	-8.8	10.6	0.8
COc1ccc(/C=C/C(=O)N2CCCC2)cc1OC	2.2	-8.9	6.3	2.4	-8.0	4.4	1.8	4.2	-1.4	-0.4	-2.6
COc1ccccc1NC(=S)NCc1cccnc1	-3.0	-2.3	-2.1	-3.8	-1.7	-5.7	-3.1	8.8	-2.3	11.2	-1.1
COc1ccc(C2C=C(C34CC5CC(CC(C5)C3)C4)NC(=S)N2)cc1 (stereo not drawn)	-0.3	12.7	-13.0	6.0	18.5	-4.5	-3.6	-6.0	-14.1	-11.2	-0.1
c1ccc(C2(CN3CCNC[C@H]3Cc3cccc4ccccc34)CC2)cc1	0.3	5.8	-9.5	-6.8	11.7	/	-3.4	9.5	-0.9	78.8*	-3.3
CC(C)(C)c1cc[n+](CC(=O)Nc2cc(C(F)(F)F)ccc2N2CCOCC2)cc1	1.2	10.4	2.8	-1.2	-15.8	4.3	-2.9	7.0	5.4	2.0	-1.4
COC(=O)c1ccc(C2NC(=O)NC(C)=C2C(=O)N(C)C)cc1 (stereo not drawn)	-0.1	-13.4	-2.5	-4.2	-22.3	-2.7	/	10.0	0.6	-3.4	-0.8
CCN(C(=O)COC(=O)c1ccc(=O)n(Cc2ccccc2)n1)C1CCS(=O)(=O)C1 (stereo not drawn)	/	-5.4	-2.5	7.2	4.4	-0.9	-2.4	0.5	1.2	-0.7	-0.2
Cc1ccc(S(=O)(=O)N2CCCC2CNC(=O)C(=O)Nc2ccc(F)cc2F)cc1 (stereo not drawn)	1.6	18.7	-3.5	0.6	7.0	-13.7	-5.7	-18.6	-6.8	3.3	-0.5
Cc1cc(Nc2ccc(C)c(C)c2)n2ncnc2n1	/	-30.5	-0.2	-8.2	14.0	/	-13.3	-8.6	4.2	5.4	1.0
N#Cc1ccccc1NC(=O)c1ccc2c(c1)OCO2	2.5	-27.1	-7.3	-2.9	-57.6	-37.3	-4.9	-198.3	-2.1	-154.4	-0.3
Oc1ccc(C[C@H]2CNCCN2CC2CCCCC2)cc1	-1.5	-20.6	-3.9	0.5	-26.3	-16.6	-8.8	-1.2	16.2	-7.2	0.7
Cc1nnc(NC(=O)CN2CCN(Cc3ccccc3)CC2)s1	3.3	-14.2	2.3	1.3	-4.1	2.5	-4.4	18.4	4.9	16.4	0.1
C[C@@]12C(=O)Nc3ccc(Cl)cc3C(=O)N1[C@H]1c3ccccc3OC[C@@H]1[C@@H]2c1ccccc1	-0.1	26.6	-0.9	2.6	39.2	10.5	/	31.1	-1.9	14.1	-0.7
CC1(C)CC(=O)c2sc(NC(=O)C(C)(C)C)nc2C1	3.5	-60.1	5.3	1.4	-62.6	-72.1	5.5	-210.9	-5.0	-137.0	0.8
COCCN1CCc2[nH]c(=S)[nH]c(=O)c2C1	-1.4	-23.5	-1.3	-0.7	-8.3	-10.4	-8.1	18.4	-0.7	8.3	-0.8
CCOC(=O)c1c(NC(=O)CN2C(=O)NC(C)(c3ccc(Cl)cc3)C2=O)sc(C(=O)NC)c1C (stereo not drawn)	3.3	10.5	1.7	5.3	-35.0	7.4	-5.4	28.2	-2.0	32.0	4.3
Cc1sc2ncnc(N3CCC(C(=O)NNC(=O)COc4cccc(C(F)(F)F)c4)CC3)c2c1C	4.5	-4.7	-0.6	1.7	2.5	7.4	-2.5	14.4	2.1	24.1	1.0
Cc1cccc(C(=O)Oc2ccccc2-c2nnco2)c1	3.2	-14.3	-3.6	-6.9	0.2	1.5	/	-15.4	0.6	-32.5	-2.5
Cc1c(NC(=O)/C(=C\c2ccccc2)NC(=O)c2ccccc2)c(=O)n(-c2ccccc2)n1C	-0.5	-14.9	1.1	-2.0	-12.0	3.3	-3.7	1.8	0.0	2.0	3.0
O=C(CSCC(=O)OCn1nnc2ccccc2c1=O)Nc1ccc(Cl)cc1	-2.5	0.8	3.9	-2.1	8.8	1.8	-8.4	3.8	-7.0	-5.8	-0.9
Cc1ccc(C(C2=C(O)CC(C)(C)CC2=O)C2C(=O)CC(C)(C)CC2=O)s1 (stereo not drawn)	-0.9	-3.6	11.1	0.2	7.2	0.8	-3.2	14.1	-12.0	1.3	-2.5
COc1cccc2c(SCC(=O)N/N=C/c3ccc(O)cc3O)cc(C)nc12	/	12.8	81.1*	-6.0	-34.8	24.0	-7.4	11.8	11.4	35.3	3.2
CSCC(=O)Nc1ccc(F)c(Cl)c1	1.3	2.7	5.4	2.2	-34.5	16.9	-4.7	6.4	-13.3	-7.0	0.9
Cc1cc(C)n2nc(C(=O)NNC(=O)c3ccc(Cl)cc3)nc2n1	1.5	-20.3	7.1	1.5	-2.3	-34.7	-13.9	-72.9	-11.8	-36.4	-0.9
CC(C)CC(=O)Nc1ccc(Oc2ccc(NC(=O)CC(C)C)cc2)cc1	-1.8	2.2	8.7	1.2	-18.7	1.6	-5.8	-0.4	-23.7	4.1	5.6
O=C(NNc1ccccc1F)c1ccccc1	-0.8	/	2.2	1.4	23.7	12.0	5.6	8.4	8.9	1.1	0.9
CCN1CCN(c2ccc(NC(=O)c3cc4ccccc4cc3OC)cc2C)CC1	5.4	-38.4	-12.5	-10.1	-13.1	-19.2	-15.7	-270.2	-9.1	-26.7	-5.3
COc1cc(/C=C2\SC(=Nc3c(C)n(C)n(-c4ccccc4)c3=O)NC2=O)ccc1O	/	-3.2	10.8	-2.0	6.2	3.3	-3.2	17.6	-2.0	14.4	4.0
Cc1ccnc(NC(=O)c2ccc(Cl)s2)c1	3.9	-75.3	-8.7	4.4	-101.7	-88.1	/	-240.7	-6.4	-363.3	-0.3
COc1ccccc1N1CCN(C(=O)c2ccc(Br)s2)CC1	0.7	-21.4	29.0	-3.2	-35.8	1.6	/	4.9	-2.4	-3.0	-2.7
Cc1cccc(CN2CCN(CC(=O)NCCCN3CCN(c4ccc(F)cc4)CC3)C2=O)c1	-0.2	67.0	-3.9	-2.9	-14.8	20.4	-8.1	-1.6	-1.9	4.9	-2.6
O=C(N/N=C/c1ccc(Cl)cc1)Nc1ccccc1	-0.1	-91.8	-3.6	-1.2	-110.5	-97.0	-4.6	-209.7	10.8	-222.6	1.3

Arranged by length of the SMILES (highest first): 3 of the compounds above
SMILES	NR2E3 ag-1	Shn3 inh set2	Cardio protect	HTR2A ag	NR2E3 ag-2	MITF TRPM1 inh	CaV13 ICDI inh	HIF-2a block	PDI turbidity	Peg3 promoter	iPSC survival up
O=C(CSCC(=O)OCn1nnc2ccccc2c1=O)Nc1ccc(Cl)cc1	-2.5	0.8	3.9	-2.1	8.8	1.8	-8.4	3.8	-7.0	-5.8	-0.9
COc1ccccc1N1CCN(C(=O)c2ccc(Br)s2)CC1	0.7	-21.4	29.0	-3.2	-35.8	1.6	/	4.9	-2.4	-3.0	-2.7
CSCC(=O)Nc1ccc(F)c(Cl)c1	1.3	2.7	5.4	2.2	-34.5	16.9	-4.7	6.4	-13.3	-7.0	0.9
